TRPC6 inhibitor: inhibitors of mouse TRPC6 channel; B-score at 10 µM; Q61143; 310,000 compounds, 1.1% hits; HEK293-TRPC6, membrane potential dye, ACh-evoked depolarization; stronger effect = lower value;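 active means B-score under library mean minus 3 SD, initial fluorescence not abnormally high, positive integrated signal ratio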;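 further: B-score derived from integrated fluorescence ratio over the kinetic read; more negative B-score means stronger inhibition of depolarization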
MrgX1 antagonist: blocks BAM8-22 activation of human MrgX1 receptor; Q96LB2; MRGX1-HEK293 calcium flux, Fluo-4, BAM8-22 antagonism; stronger effect = lower value; B-score at 10 µM; 310,000 compounds, 1.3% hits;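 active means calcium-response B-score plate-corrected more than 3 library SD below zero, starting fluorescence within 5 deviations, no agonist response on first addition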;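 further: peak minus trough fluorescence over baseline after final BAM8-22 challenge near maximal dose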
Target sequence (Q96LB2 whole entry, looked up): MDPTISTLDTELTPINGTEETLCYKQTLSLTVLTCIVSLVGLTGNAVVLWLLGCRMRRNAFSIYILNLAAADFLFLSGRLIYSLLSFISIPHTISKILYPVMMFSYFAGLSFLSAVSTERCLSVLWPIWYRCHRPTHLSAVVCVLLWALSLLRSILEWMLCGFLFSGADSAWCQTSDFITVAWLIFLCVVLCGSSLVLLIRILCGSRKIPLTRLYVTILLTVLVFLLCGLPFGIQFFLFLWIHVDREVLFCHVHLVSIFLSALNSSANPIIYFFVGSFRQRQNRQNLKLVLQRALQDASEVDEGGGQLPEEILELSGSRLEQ
TRPC4 inh: TRPC4 (mouse) channel inhibition; 300,000 compounds, 0.39% hits; B-score at 10 µM; HEK293 TRPC4beta/mu-opioid, DAMGO-evoked Fluo4 calcium flux; stronger effect = lower value; Q9QUQ5;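 active means B-score over 3 SD under the library average, no early fluorescence shift, positive overall ratio signal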
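System: stable TRPC4beta/mu-opioid receptor HEK293 cells; Dosing: single-point compound dosing; Measured by: Fluo4 Ca2+ flux fluorescence; Read-out basis: per-well B score of integrated baseline-normalized Fluo4 ratio.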
MrgX1 PAM: allosterically activates human MrgX1 receptor signaling. MrgX1-HEK293, Fluo-4 calcium flux, FDSS; stronger effect = higher value. B-score at 10 µM. 310,000 compounds, 0.63% hits. AID 588675;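 active means plate-corrected calcium response at least 3 library SD above typical, normal starting fluorescence, not activating the receptor alone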;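 further: compound read alongside a low EC10 to EC30 dose of BAM8-22 agonist; peak minus trough fluorescence over baseline measured at the second addition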
MrgX1 ag: human MrgX1 receptor agonism, primary screen. Q96LB2. MrgX1-HEK293 cells, Fluo-4 calcium fluorescence, agonist mode; stronger effect = higher value. B-score at 10 µM. 310,000 compounds, 0.44% hits. AID 588627;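 active means calcium response B-score plate-corrected fluorescence ratio at least 3 library SD, with starting fluorescence B-score inside 5 SD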
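Assay system: MrgX1-expressing HEK293 cells / Amount: fifteen thousand cells per well / Doses: test compound in the initial addition of three / Timing: cells plated overnight, dye loaded 0.5 h 37 °C, 0.5 h room temperature / Technique: kinetic calcium dye fluorescence, Fluo-4 NW / Control set: positive and negative controls per plate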
SKKanGAS inh: inhibitors of SKKanGAS S. pyogenes growth in kanamycin (SK-promoter or general growth effect); inhibition, % at 7.5 µM; 300,000 compounds, 1.3% hits; BacTiter-Glo, 6 h;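 active means mean replicate score, as percent of positive control median, at least 50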;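 further: strain carries kanamycin resistance gene driven by streptokinase promoter and grows in 40 µg/ml kanamycin; loss of luminescence reflects streptokinase promoter inhibition or plain growth inhibition; 0% = median of DMSO wells and 100% = positive control at its reference dose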
TRPC6 activator: activates the mouse TRPC6 cation channel; 310,000 compounds, 0.13% hits; AID 2550; B-score at 10 µM; Q61143; HEK293-TRPC6 membrane potential dye fluorescence; stronger effect = higher value;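 active means B-score of the integrated fluorescence ratio above library mean plus 3 SD, and starting fluorescence ratio within library mean plus 5 SD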;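 further: higher score means more depolarization so channel activation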
ANO1 block: mouse TMEM16A channel inhibition, primary screen. normalized B-score (activity score, 25-100; higher = stronger inhibition) at 10 µM. Q8BHY3. 310,000 compounds, 1.2% hits. HEK293 TMEM16A/YFP iodide influx fluorescence, ionomycin. AID 588511;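 active means ratio plate-corrected score three or more library SD toward inhibition, starting fluorescence score within five deviations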;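 further: score derived from kinetic fluorescence span divided by baseline fluorescence per well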
TRPC4 agonist: TRPC4 (mouse) channel activation; HEK293 TRPC4beta/mu-opioid, Fluo4 calcium fluorescence; stronger effect = higher value; B-score at 10 µM; 310,000 compounds, 0.49% hits;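 active means B-score above 5 SD of library B-scores, and initial fluorescence ratio not above library mean plus 5 SD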;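 further: positive B-score marks a calcium rise read as TRPC4 activation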
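Technique: kinetic Fluo4 calcium fluorescence; Test system: TRPC4beta and mu-opioid receptor HEK293 stable cells; Measure: B-scored integrated calcium fluorescence ratio; Benchmarks: low control buffer alone, high control maximal DAMGO; Schedule: 45 min room-temperature Fluo4 loading, 110 s read.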
TRPC4 potent: allosterically enhances the mouse TRPC4 cation channel; HEK293 TRPC4beta/mu-opioid, DAMGO EC20, Fluo-4 Ca2+ flux; stronger effect = higher value; B-score at 10 µM; Q9QUQ5; AID 2227; 310,000 compounds, 0.42% hits;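 active means B-score of calcium response area above 5 SD of library B-scores, with initial fluorescence ratio within 5 SD of library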;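 further: B-score of integrated fluorescence ratio over time as area under calcium response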
ANO1 activ: mouse TMEM16A channel activation, primary screen. Q8BHY3. HEK293 TMEM16A/YFP-H148Q/I152L, iodide quench fluorescence; stronger effect = lower value. B-score at 10 µM. 340,000 compounds, 0.3% hits. AID 623877;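 active means fluorescence-ratio B-score plate-corrected deviation score at least 3 library SD below zero, with starting fluorescence score within 5 deviations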;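 further: channel opened by trigger with iodide after compound preincubation; score built on the fluorescence ratio of max minus min over baseline; more negative score means more quench and so TMEM16A activation or potentiation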
* = called active by the depositor; i = inactive; . = not tested or not shown.

nr | mol | TRPC6 inhibitor | MrgX1 antagonist | TRPC4 inh | MrgX1 PAM | MrgX1 ag | SKKanGAS inh | TRPC6 activator | ANO1 block | TRPC4 agonist | TRPC4 potent | ANO1 activ
1 | Cc1ccc(-n2c(-c3ccncc3)n[nH]c2=S)cc1 | i | i | i | i | i | -1 | i | i | i | i | i
2 | COc1ccc(N2CC(C)Cn3c2nc2c3c(=O)n(Cc3ccc(C)cc3)c(=O)n2C)c(OC)c1 (centres undefined) | i | i | i | i | i | 14 | i | i | i | i | i
3 | O=C(c1ccccc1Br)N1CCN(c2ccccc2)CC1 | i | i | i | i | i | 2 | i | i | i | i | i
4 | CCN(CC)C(=O)c1cc2cc(Br)ccc2oc1=O | i | i | i | i | i | 1 | i | i | i | i | i
5 | Cc1cc(C)cc(OCC(=O)O/N=C(\N)c2ccccc2Cl)c1 | i | i | i | i | i | -5 | i | i | i | i | i
6 | COc1ccc(C2CCCN2C(=O)Nc2ccc(F)cc2)cc1OC (centres undefined) | i | i | i | i | i | -1 | i | i | i | i | i
7 | Cc1cccc(-n2c(O)c(C=NCc3ccccn3)c3ccccc3c2=O)c1 | i | i | i | i | i | 1 | i | i | i | i | i
8 | COC(=O)c1cccc(-n2[nH]nnc2=S)c1 | i | i | i | i | i | -10 | i | i | i | i | i
9 | CCc1ccc(N2C(=O)c3sc4nnc(C)c(=O)n4c3C2=O)cc1 | i | i | i | i | i | 9 | i | i | i | i | i
10 | CC(C)(C)c1ccc(C(CC(=O)O)NC(=O)Cc2ccc(F)cc2)cc1 (centres undefined) | i | i | i | i | i | -4 | i | i | i | i | .
11 | CSc1cccc(NC(=O)Nc2ccc(Cl)cc2)c1 | i | i | i | i | i | 5 | i | i | i | i | i
12 | Nc1cccc(S(=O)(=O)c2cccc(N)c2)c1 | i | i | i | i | i | -1 | i | i | i | i | i
13 | COc1cc(C2C(C(=O)c3ccco3)=C(O)C(=O)N2c2cc(C)on2)cc(Br)c1O (centres undefined) | i | i | i | i | i | 6 | i | i | i | i | i
14 | COc1ccc(-c2nnc(-c3ccccc3)o2)cc1OC | i | i | i | i | i | -2 | i | i | i | i | i
15 | CCCCCCC(=O)NNC(=O)c1c(O)c2ccccc2n(CC)c1=O | i | i | i | i | i | 112* | i | i | i | i | i
16 | CCc1ccc(NC(=S)N(Cc2ccccc2)Cc2ccccn2)cc1 | i | i | i | i | i | 2 | i | 25* | i | i | i
17 | CCN1C(=O)[C@@H]2[C@@H](c3ccc(-c4ccc(F)cc4)cc3)N3CCC[C@@]3(C(=O)OC)[C@@H]2C1=O | i | i | i | i | i | -6 | i | i | i | i | i
18 | Cc1cc(C)c2nc(Nc3nc(-c4ccccc4)cc(=O)[nH]3)nc(C)c2c1 | i | i | i | i | i | 9 | i | i | i | i | i
19 | Nc1nc(Nc2ccccc2)nc2c1ncn2[C@@H]1O[C@H](CO)[C@@H](O)[C@H]1O | i | i | i | 6.5* | i | -5 | i | i | i | i | i
20 | Cc1ccc(C)c(Cn2c(=O)n(C)c(=O)c3sccc32)c1 | i | i | i | i | i | -2 | i | i | i | i | i
21 | CN1CCN(C(=O)CCNC(=O)Cn2cnc3ccccc3c2=O)CC1 | i | i | i | i | i | 11 | i | i | i | i | i
22 | CCOc1ccccc1NC(=O)N1CCC(c2nc3ccccc3[nH]2)CC1 | i | i | i | i | i | 5 | i | i | i | i | i
23 | CN(C)CCCNc1c2c(nc3ccccc13)CCC2 | i | i | i | i | i | 1 | i | i | i | i | i
24 | Cc1cc(C)c2c(C)c(C(=O)NCc3ccc(S(N)(=O)=O)cc3)oc2c1 | i | i | i | i | i | -11 | i | i | i | i | i
25 | CCSc1nc(C2CC2)cc(-c2ccco2)c1C#N | i | i | i | i | i | -2 | i | i | i | i | i
26 | COc1cc(/C=C2\SC(=S)N(Nc3ccccc3)C2=O)ccc1O | i | i | i | i | i | 27 | i | i | i | i | i
27 | COC(=O)c1[nH]c2cc(C)ccc2c1NC(=O)CN1CCN(c2ccccc2OC)CC1 | i | i | i | i | i | 20 | i | i | i | i | i
28 | CCN(CC(=O)NCc1ccc(F)cc1)Cc1cc(=O)n2ccsc2n1 | i | i | i | i | i | -1 | i | i | i | i | i
29 | CCc1ccc(NC(=O)C2(c3ccccc3)CC2(Cl)Cl)cc1 (centres undefined) | i | i | i | i | i | 2 | i | i | i | i | i
30 | COc1ccc2[nH]c3c(c2c1)CCNC3(C)CCc1ccc(Cl)nc1 (centres undefined) | i | i | i | i | i | -3 | i | i | i | i | i
31 | O=C(COc1ccc2c3c(c(=O)oc2c1)CCC3)NC1CCN(Cc2ccccc2)CC1 | i | i | i | i | i | -1 | i | i | i | i | i
32 | Cc1c(NC(=S)N/C(=N/S(=O)(=O)c2ccc(Cl)cc2)c2ccccc2)c(=O)n(-c2ccccc2)n1C | i | i | i | i | i | 3 | i | i | i | i | i
33 | COc1ccc2[nH]c(C(=O)Nc3cccc(C)n3)cc2c1 | i | i | i | i | i | -1 | i | i | i | i | i
34 | CCCCNC(=O)C1CCC(CNS(=O)(=O)c2ccc(NC(C)=O)cc2)CC1 (centres undefined) | i | i | i | i | i | 4 | i | i | i | i | i
35 | COc1cc(C(=O)NCc2ccc(C(=O)NCC(OC)OC)cc2)cc(OC)c1OC | i | i | i | i | i | 1 | i | i | i | i | i
36 | CCc1ccc(Nc2n[n+](-c3ccccc3)c(-c3cccc(C)c3)s2)cc1 | . | i | . | i | i | . | . | i | . | . | i
37 | Cc1ccc(-c2c(C(=O)N/N=C/c3cccc(Cl)c3)nnn2-c2nonc2N)cc1 | i | i | i | i | i | 16 | i | i | i | i | i
38 | O=C(CC1Sc2ccccc2NC1=O)NCc1cccc(Cl)c1 (centres undefined) | i | i | i | i | i | -6 | i | i | i | i | i
39 | O=C(Nc1ccnn1C1CCN(C/C=C/c2ccc(F)cc2)CC1)C1CCCC1 | i | i | i | i | i | -1 | i | i | i | i | i
40 | C1CCC(n2nnnc2CN2CCCC2)CC1 | i | i | i | i | i | 3 | i | i | i | i | i
41 | CCC(=O)N1c2ccccc2NC2=C(C(=O)CCC2)C1c1ccccc1 (centres undefined) | i | i | i | i | i | 5 | i | i | i | i | i
42 | COc1cc(/C=C(\C#N)C(=O)NCCc2ccccc2)cc(OC)c1O | i | i | . | 7.3* | i | -1 | 14* | i | i | i | i
43 | CC1(C)CC(=O)C(C=Nc2cc(C(=O)c3ccccc3)ccc2N)=C(O)C1 | i | -6.8* | i | i | i | 6 | i | i | i | i | i
44 | Cc1cccc(N2CCN(Cc3nc(C4CC4)no3)CC2)n1 | i | i | i | i | i | -24 | i | i | i | i | i
45 | Cc1ccc(Cn2c(N)c(S(=O)(=O)c3cccs3)c3nc4ccccc4nc32)cc1 | i | i | i | i | i | . | i | i | i | i | i
46 | CC(C)Cc1nnc(NC(=O)CCC(=O)N2CCN(C3CCCC3)CC2)s1 | i | i | i | i | i | 2 | i | i | i | i | i
47 | COc1ccc(COC(=O)C2=C(C)NC(=O)NC2c2cccc(Br)c2)cc1 (centres undefined) | i | i | i | i | i | 5 | i | i | i | i | i
48 | CCOCCCNC(=O)CC1Oc2ccc(C)cc2NC1=O (centres undefined) | i | i | i | i | i | -15 | i | i | i | i | i
49 | COc1ccc(CCN2C(=O)C3C4CC(C5C(C(=O)N/N=C\c6ccc(Cl)cc6)=NOC45)C3C2=O)cc1OC (centres undefined) | i | i | i | i | i | -1 | i | i | i | i | i
50 | Nc1nnc(N2CCCCCC2)s1 | i | i | i | i | i | -2 | i | i | i | i | i
51 | CCC(CC)C(=O)c1c[nH]c(C(=O)NCc2ccccc2OC)c1 | i | i | i | i | i | 1 | i | i | i | i | i
52 | CC(C#CCN1CCCCC1)OCCOCc1ccccc1 (centres undefined) | i | i | i | i | i | -1 | i | i | i | i | i
53 | Cc1ccc(Cl)c(OCC(=O)NC2CCN(Cc3ccccc3)CC2)c1 | i | i | i | i | i | -2 | i | i | i | i | i
54 | CNC(=O)/C(C#N)=C/c1cn(CC(=O)NCc2ccco2)c2ccccc12 | i | i | i | i | i | -1 | i | i | i | i | i
55 | Cc1cc(C)c(C(=O)CSc2nnc(N)s2)cc1C | i | i | i | i | i | -4 | i | i | i | i | i
56 | CCc1cccc(OCC2Cn3c(nc4c3c(=O)[nH]c(=O)n4C)O2)c1 (centres undefined) | i | i | i | i | i | 3 | i | i | i | i | i
57 | Nc1cc(=O)[nH]c(SCc2nnnn2-c2ccc(Cl)cc2)n1 | i | -6.9* | i | i | i | -3 | i | i | i | i | i
58 | CC(C)OC(=O)C(CC(=O)O)N1CCOCC1 (centres undefined) | i | i | i | i | i | -6 | i | i | i | i | i
59 | COc1ccccc1N1CCN(CC(O)c2ccccc2)CC1 (centres undefined) | i | i | i | i | i | -5 | i | i | i | i | i
60 | COc1ccc(N2CCN(S(=O)(=O)c3cn(C)c(=O)n(C)c3=O)CC2)cc1 | i | i | i | i | i | . | i | i | i | i | i

Remaining list, next part
nr | mol | TRPC6 inhibitor | MrgX1 antagonist | TRPC4 inh | MrgX1 PAM | MrgX1 ag | SKKanGAS inh | TRPC6 activator | ANO1 block | TRPC4 agonist | TRPC4 potent | ANO1 activ
61 | C#CCOCCOCCOCCNc1nc(N2CCN(C(=O)[C@H](CCC(=O)O)n3cc(C(N)Cc4ccc(O)cc4)nn3)CC2)nc(N2CCN(C(=O)[C@H](Cc3cc4ccccc4[nH]3)n3cc(C(N)[C@H](C)CC)nn3)CC2)n1 (some centres undefined) | i | i | i | i | i | 7 | i | i | i | i | i
62 | CCCC(C)NC(=O)Cc1ccccc1[N+](=O)[O-] (centres undefined) | i | i | i | i | i | -4 | i | i | i | i | i
63 | Cc1ccccc1NC(=O)c1sc2nc3c(c(-c4ccco4)c2c1N)CCC3 | i | i | i | i | i | -11 | i | i | i | i | i
64 | O=C(CCN1CCCCCC1)Nc1ccc(F)c(F)c1 | i | i | i | i | i | -8 | i | i | i | i | i
65 | COc1cc(NC(=O)CSc2ccc(-c3ccccn3)nn2)cc(OC)c1 | i | i | i | i | i | -3 | i | i | i | i | i
66 | COc1ccc(Nc2nc(N3CCOCC3)nc(N3CCOCC3)n2)c(OC)c1 | i | i | i | i | i | 6 | i | i | i | i | i
